Growth percent in the NCI-60 one-dose screen (48 h, 10 µM unless noted): 100 = growth as untreated, 0 = no growth, -100 = all killed.
786-0 – 786-0 renal cancer cells; hit rate 5.1% among 81,000
ACHN – ACHN renal cancer | hit rate 4.9% among 81,000 | AID 1794771
NCI/ADR-RES – NCI/ADR-RES ovarian cells | hit rate 4.4% among 81,000 | AID 1794790
TK-10 – TK-10 renal cancer cells; AID 1794769; hit rate 3.9% among 81,000
CAKI-1 – CAKI-1 renal cancer; hit rate 4.7% among 75,000
SN12C – SN12C renal cancer cells; hit rate 3.8% among 81,000
UO-31 – UO-31 renal cancer | hit rate 5.2% among 81,000 | AID 1794768
IGROV1 – IGROV1 ovarian cancer; hit rate 4.7% among 79,000; AID 1794786
Starred values were filed as active, the others as inactive; . = not tested or not shown. Rule for the calls: active = growth percent below 10; inactive = the rest. Outcome played no part in choosing rows (roughly 9.3% active in at least one column).

SMILES	786-0	ACHN	NCI/ADR-RES	TK-10	CAKI-1	SN12C	UO-31	IGROV1
N#CC1(C#N)C2=C(CCCCC2)NC(c2cccs2)C1(C#N)C#N (configuration not stated)	104.3	102.1	96.2	114.4	.	101.9	80.9	102.2
COc1ccc(C2=CC(c3ccc(C)cc3Br)N3C(C)=CSC3=N2)cc1 (configuration not stated)	91.7	104.9	110.2	95.5	101.2	97.2	94.8	98.5
O=C(NCc1ccco1)C1CN(c2ccc(Cl)cc2)N(c2ccc(Cl)cc2)C1=O (configuration not stated)	37.6	63.5	24.3	84.2	41.1	62.9	42.7	46.3
Cc1ccc(NC2=CC(=O)C(=O)c3ccccc32)c(C)c1	99.4	15.9	15.6	80.8	82.7	44.1	71.2	35.6
C[C@H]1CN2C(=O)/C=C/C=C/C=C/[C@@](C)(O)[C@@H](O[C@@H]3OC[C@@H](O)[C@H](O)C3N)\C=C/C=C/C=C/C=C\[C@@H]2[C@@H]1O (some centres not stated)	102.7	105.9	110.0	120.2	95.7	92.8	88.7	108.4
Cn1c(=O)c2nc3c(=O)n(C)c(=O)n(C)c3nc2n(C)c1=O	91.2	100.8	97.0	128.2	.	105.8	82.1	106.2
COC(=O)c1nnn(-c2nonc2N)c1-c1ccc2c(c1)OCO2	112.9	109.5	103.6	94.7	99.2	113.0	84.9	107.5
O=C(Nc1ccc(-c2nc(N3CCOCC3)c3cccn3n2)cc1)Nc1cccnc1	-12.7*	-5.7*	0.7*	-17.4*	8.8*	6.4*	-9.7*	-19.2*
CC(C)=CCC/C(C)=C/COC(=O)[C@H](C)NC(=O)[C@@H]1CCCN1C(=O)CNC(=O)C(C)(C)C	96.1	105.3	107.2	93.1	101.9	101.2	83.2	102.6
O=C(Nc1ccccc1)C1=CNCCS1	93.7	97.0	98.2	112.3	.	99.9	63.7	93.9
CN=C(NC)c1ccc(NC(=O)c2ccc(C(=O)Nc3ccc(C(=NC)NC)cc3)cc2)cc1	100.7	111.0	111.8	113.9	101.8	107.1	83.9	101.3
CSc1ccnc(N)n1	104.0	116.7	99.2	108.7	98.1	94.2	101.2	107.9
COc1ccc(CSC(=S)N(C)C)cc1[N+](=O)[O-]	93.8	112.6	102.4	95.4	.	104.7	83.0	112.0
Nc1nc(-c2ccccc2)c(CC(=O)O)c(-c2nc(N)nc(-c3ccccc3)c2CC(=O)O)n1	104.9	107.0	108.0	102.4	91.6	99.5	.	109.4
O=C(Nc1ccccc1)Nc1ncnc2c1ncn2-c1ccccc1	12.1	22.2	66.1	75.2	82.5	83.3	69.4	78.5
Cc1nn(-c2ccccc2)c(N2CCOCC2)c1-c1nc2ccc(C(=O)NN)cc2[nH]1	107.7	97.6	103.7	102.4	89.5	100.6	81.1	109.6
CC1(C)CC[C@]2(C(=O)NCCCCCCN(CCCN)CCCN)CC[C@]3(C)C(=CC[C@@H]4[C@@]5(C)CC[C@H](O)C(C)(C)[C@@H]5CC[C@]43C)[C@@H]2C1	91.5	104.8	98.8	106.3	75.2	96.4	85.7	101.4
CCCS(=O)(=O)Oc1ccc(-c2ccc3occc3c2)cc1	99.8	95.0	94.2	95.7	89.4	94.7	89.8	93.4
CCCCc1ccc(NC(=O)/C=C\C(=O)O)cc1	94.9	98.3	100.5	100.5	104.4	85.5	.	.
N#CC1(c2ccccc2)CCOCC1	97.0	102.6	102.8	103.1	96.9	108.6	96.7	103.2
CSC1=NC=C(C#N)C2=NC(c3c(Cl)cccc3Cl)NN12 (configuration not stated)	103.5	101.6	100.7	107.2	101.2	100.1	83.2	115.7
Clc1ccc(Cn2ccc3nc(Cl)nc(Cl)c32)c(Cl)c1	105.7	102.7	82.0	108.4	119.4	83.4	105.6	96.9
C=C(C)c1nc(C#N)c(NCc2ccncc2)o1	95.9	105.3	102.3	115.2	.	108.5	83.1	92.4
COc1cc(/C=N/Nc2ccc(Cl)cc2Cl)cc(OC)c1OC	101.7	92.9	97.7	104.0	69.6	88.3	72.7	96.1
CC(=O)CC1(O)C(=O)Nc2ccc([N+](=O)[O-])cc21 (configuration not stated)	95.1	100.4	101.9	111.2	99.1	104.4	82.7	105.9
(more compounds)
SMILES	786-0	ACHN	NCI/ADR-RES	TK-10	CAKI-1	SN12C	UO-31	IGROV1
CC1(C)C(=O)/C(=C\c2ccco2)C[C@]2(C)[C@H]3C(=O)C=C4[C@@H]5C[C@](C)(C(=O)N6CCNCC6)CC[C@]5(C)CC[C@@]4(C)[C@]3(C)CC[C@@H]12	103.0	103.9	106.4	112.2	90.7	96.9	78.6	104.2
Cc1ccc2[nH]c(O)c(N=NC(=O)c3ccc(S(N)(=O)=O)cc3)c2c1	100.8	104.9	100.7	105.9	92.7	100.2	97.0	103.7
CN(Cc1ccc(C(F)(F)F)cc1)CC(O)C(=O)Nc1ccc(Cl)cc1 (configuration not stated)	-48.4*	-3.2*	39.3	24.3	-59.6*	-67.6*	12.6	0.6*
CC(=O)C(C(C)=O)C(c1ccccc1)C(C(C)=O)C(C)=O	97.2	105.8	94.5	98.1	.	98.9	90.9	104.1
O=C1C(C2SC(=S)N(C3CC3)C2=O)SC(=S)N1C1CC1 (configuration not stated)	100.2	96.2	97.8	116.9	92.0	91.1	77.2	89.3
O=C(COc1ccc(/C=C2\C(=O)Nc3ccccc32)cc1)Nc1ccccc1	105.3	100.9	104.6	103.5	83.7	98.7	77.3	103.9
O=Cc1cccn(-c2ccccc2C(=O)O)c1=S	100.4	99.1	103.1	123.8	106.7	99.7	84.5	102.4
COc1ccc(/C=N/NC(=O)COc2ncnc3sc4c(c23)CCCC4)c(OC)c1OC	99.2	99.5	109.8	120.8	93.0	94.1	76.7	98.5
CCCCCCCCCCOc1ccc(C(=O)c2ccc(OCCCCCCCCCC)cc2O)cc1	110.1	116.9	105.4	104.3	103.3	102.7	91.5	107.7
O=C(OCCCCCCOC(=O)c1cccc2c(=O)c3ccccc3[nH]c12)c1cccc2c(=O)c3ccccc3[nH]c12	101.1	109.7	101.5	113.1	98.3	102.8	88.0	103.9
COc1ccc(Cn2c(-c3ccccc3)cc3c2-c2oncc2CC3)cc1	101.0	96.7	90.7	120.0	85.4	96.6	59.1	97.4
Cc1cc(C)c2c(Nc3ncnc4c3sc3ncccc34)onc2n1	101.5	95.8	100.6	98.4	96.3	100.1	94.5	106.8
COc1ccc(-c2nn(-c3ccccc3)cc2/C=N/Nc2nc(Nc3ccccc3)nc(Nc3ccc(S(N)(=O)=O)cc3)n2)cc1	91.2	100.2	106.2	116.1	115.9	101.4	90.7	95.1
CC1(O)c2ccccc2N2C(=O)NC(=O)C23OC=CC13 (configuration not stated)	98.4	104.4	101.6	117.7	.	103.8	80.0	104.7
Nc1c(Cl)cc2c(c1Br)Cc1ccccc1-2	113.5	92.3	105.6	105.7	90.5	99.8	74.9	89.6
Cc1cc(Nc2nc(N3CCC(N4CCN(C)CC4)CC3)nc3ccccc23)n[nH]1	75.3	43.6	91.0	68.3	57.0	67.7	74.7	60.8
S=c1nc2oc(-c3ccccc3)c(-c3ccccc3)c2c(/N=C\c2ccco2)[nH]1	97.0	93.8	100.3	99.6	92.3	99.1	81.2	100.9
CCOc1ccc(-c2nc3ccc(-c4nc5ccc(N6CCN(C)CC6)cc5[nH]4)cc3[nH]2)cc1OCC	22.3	81.9	103.5	91.0	40.8	20.8	98.6	50.5
COc1ccc2oc(N)nc2c1	105.7	101.1	112.7	103.9	84.2	90.6	.	.
O=C(NCCN1CCOCC1)n1cc(-c2ccncc2)c(-c2cc(O)cc(Cl)c2)n1	92.4	102.0	110.5	79.2	.	90.1	113.7	109.7
Nc1ccc2ccccc2c1N=Nc1ccccc1	101.1	81.8	87.5	.	69.7	86.2	12.4	21.8
O=C(NCCN1CCCCC1)n1cc(-c2ccncc2)c(-c2ccc(O)c(Cl)c2)n1	87.2	102.3	100.5	95.0	95.6	94.1	61.4	101.4
O=C1CCC(=O)N1C(=O)c1ccc(Cl)cc1	101.4	109.3	104.0	91.7	.	103.4	90.4	101.7
O/N=C\c1c(O)ccc2ccccc12	109.5	106.5	108.7	100.8	101.2	100.9	88.2	113.6
CN(C)c1ccc(C(=C2C=CC(=[N+](C)C)C=C2)c2ccc(N(C)C)cc2)cc1 (tested in a mixture with another compound)	-90.4*	-98.6*	-4.7*	-79.2*	-43.7*	-48.3*	-80.8*	-63.8*
Later entries.
SMILES	786-0	ACHN	NCI/ADR-RES	TK-10	CAKI-1	SN12C	UO-31	IGROV1
O=C1/C(=C/c2ccccc2Br)COc2ccc(O)c(O)c21	-41.6*	-44.9*	8.0*	29.5	22.2	-67.6*	-92.1*	-19.4*
O=C(C(c1ccccc1)c1ccccc1)N1CCN(S(=O)(=O)c2ccccc2)CC1	98.9	109.0	96.9	106.9	89.7	91.6	95.9	97.7
NC(=O)CC(NC(=O)C(F)(F)F)C(=O)O (configuration not stated)	99.6	100.5	107.2	.	98.9	98.2	92.3	112.2
O=C(COc1cccc2[nH]ccc12)Nc1ccc2c(c1)OCO2	88.7	104.7	100.1	114.5	.	100.0	90.0	98.6
O=C(O)CCCN1C(=O)/C(=C/c2cnc(-c3ccc(Cl)cc3)s2)SC1=S	91.2	63.0	63.3	139.0	80.2	55.7	62.0	88.4
CC(=O)OCC(COC(C)=O)(COC(C)=O)[N+](=O)[O-]	105.5	112.6	100.3	106.4	93.4	108.7	90.2	109.9
CCOC(=O)c1cn2ncnc(Oc3ccc(NC(=O)Nc4ccc(F)c(Cl)c4)c(F)c3)c2c1C	103.3	102.7	102.2	115.9	91.8	102.1	81.4	101.7
CC[N+](CCCCCCCCCC[N+](CC)(c1ccccn1)c1ccccn1)(c1ccccn1)c1ccccn1	34.5	20.9	63.6	-3.0*	24.2	5.0*	26.4	-35.2*
O=C(CCCCn1cnc2c(=S)nc[nH]c21)Nc1ccc(C(=O)O)cc1	109.1	104.9	101.6	111.0	96.7	99.0	85.1	101.9
COc1ccc2occ(C3=C(c4cn(C)c5ccccc45)C(=O)NC3=O)c2c1	80.3	103.0	87.5	102.3	67.9	105.0	67.0	92.1
O=C(C(=Cn1c(=O)cc[nH]c1=S)C(=O)c1ccccc1)c1ccccc1	99.4	96.7	102.6	91.6	99.7	110.3	92.7	100.3
CSc1ncc(C)c(Nc2ccc(Br)cc2)n1	97.6	106.1	105.5	104.5	.	99.5	76.3	90.4
CCOC(=O)C1(C(=O)OCC)CC1	102.9	100.6	109.9	110.6	98.6	103.2	99.0	112.8
Fc1cccc(/C=N/Nc2nc(N/N=C/c3cccc(F)c3)nc(N3CCOCC3)n2)c1	46.0	79.1	91.7	128.1	88.7	91.0	69.7	81.6
COc1cc(OC)c(Br)c(OC)c1	106.3	111.8	100.1	116.0	88.5	106.6	96.0	106.0
CCOC(=O)C1(C(N)=O)OC1(c1ccc(Cl)cc1)c1ccccc1Cl (configuration not stated)	94.1	99.5	108.2	114.7	91.8	94.2	67.2	101.9
CC(=O)[C@@H]1CC[C@]2(C(N)=O)CC[C@]3(C)[C@H](CC[C@@H]4[C@@]5(C)CCCNC(C)(C)[C@@H]5CC[C@]43C)[C@@H]12	88.9	107.0	90.6	119.9	93.1	86.5	76.5	93.6
COc1ccc(-c2nn(-c3ccccc3)cc2/C=C2\SC(=S)N(c3ccc(Cl)cc3)C2=O)cc1	90.1	60.2	90.3	110.5	59.5	80.5	77.6	82.9
Cc1ccc(NC(=O)NCCO)cc1	104.3	109.0	101.8	102.5	94.1	105.1	96.9	123.7
Nc1nc2c(s1)CCc1c-2c(Br)n(Cc2ccccc2)c1Br	102.0	19.4	89.7	88.1	81.5	87.7	72.9	104.1
N#Cc1c2c(nn(-c3cccc(Cl)c3)c1=O)C(O)=C([N+](=O)[O-])C(c1ccccc1Cl)C2 (configuration not stated)	91.9	90.4	100.7	107.8	85.0	93.5	76.3	88.3
COc1cccc(-c2cc(=O)c3cc(Cl)cc(NCc4ccccc4)c3o2)c1N	69.2	64.7	67.2	101.3	72.1	85.7	52.1	73.3

Source: PubChem BioAssay (NCI)
